Compound activity (PubChem)
F-actin modifier: modifiers of cytoskeleton assembly | HUVEC TNFa F-actin phalloidin imaging, high content | inhibition, % at 2 µM | actives 0.18% (n = 91,000) | AID 836;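 active = inhibition above the batch mean plus 3 SD and confirmed as a hit by visual image inspection, cut at about 30% in these data, passing the limit was not always enough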; also: strong numbers were not always called active
sEH inh: inhibitors of human soluble epoxide hydrolase; P34913; recombinant human sEH enzymatic activity assay; inhibition, % at 2 µM; actives 0.34% (n = 91,000); AID 707; in the data active = inhibition above about 80%; also: values of inactives mirror those of a sister screen read the other way; many of its hits are not listed in these tables
HUVEC tox IL1B: HUVEC cytotoxicity counter-screen, IL-1B stimulated; actives 0.41% (n = 94,000); HUVEC cell count loss, Hoechst imaging; cell count reduction, % at 2 µM;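 active = cell count reduction more than 3 SD above the screen-wide mean, cut at about 70% in these data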;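 also: normalized per plate to untreated control cells as the no-loss baseline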
Candida biofilm: kills Candida albicans biofilms. C. albicans biofilm + clotrimazole, Alamar Blue. inhibition, % at 6 µM. AID 834. actives 0.14% (n = 85,000);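 active = inhibition above 20%; inactive = inhibition below 20%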;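 also: preformed 24 hr biofilms exposed to compound for 48 hr; 0% = biofilm without compound and 100% = blank killed by clotrimazole plus chlorhexidine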
HUVEC tox TNFa: HUVEC cytotoxicity counter-screen, TNF alpha stimulated. actives 0.17% (n = 93,000). HUVEC TNFalpha-stimulated, Hoechst cell count, imaging. cell count reduction, % at 2 µM;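 active = cell count reduction exceeding the screen mean by over 5 SD, scaled to untreated wells per plate, cut at about 78% in these data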;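 also: cells counted after 24 h of TNF alpha exposure following the 1 h pretreatment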
ERb coact inh: ER-beta (human) coactivator binding inhibition | inhibition, % at 25.6 µM | actives 1.3% (n = 86,000) | AID 633 | TR-FRET ER-beta LBD / SRC1-Cy5 peptide binding; receptor agonist-loaded with 1 µM estradiol;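 active = compounds whose percent inhibition of the receptor-coactivator binding signal exceeds about 50% in the single-dose screen, limit read from the data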;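 also: 0% = receptor plus peptide wells without compound and 100% = peptide-only wells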
Target sequence (Q92731 whole entry, looked up, the tested form may be a part): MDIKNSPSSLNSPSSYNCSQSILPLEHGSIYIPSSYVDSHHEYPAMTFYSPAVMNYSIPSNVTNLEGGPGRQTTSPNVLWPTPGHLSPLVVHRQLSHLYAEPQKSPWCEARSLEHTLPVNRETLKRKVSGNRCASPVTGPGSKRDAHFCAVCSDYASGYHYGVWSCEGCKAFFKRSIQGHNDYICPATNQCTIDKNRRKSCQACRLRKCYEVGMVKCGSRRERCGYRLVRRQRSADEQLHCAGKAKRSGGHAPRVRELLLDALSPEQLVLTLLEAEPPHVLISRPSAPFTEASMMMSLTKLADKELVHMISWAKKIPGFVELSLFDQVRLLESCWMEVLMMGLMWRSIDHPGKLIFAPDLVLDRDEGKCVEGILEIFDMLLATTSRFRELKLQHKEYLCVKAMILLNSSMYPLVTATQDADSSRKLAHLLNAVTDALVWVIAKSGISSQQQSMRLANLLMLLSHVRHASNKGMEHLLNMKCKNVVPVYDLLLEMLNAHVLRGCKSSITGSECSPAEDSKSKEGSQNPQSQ
sEH activator: soluble epoxide hydrolase (human) activation. purified human sEH enzymatic activity, activator screen. activation, % at 2 µM. P34913. actives 0.04% (n = 91,000); in the data active = activation above about 37%; also: values of inactives mirror those of a sister screen read the other way
Smad3 inh: inhibitors of human Smad3 transcription factor binding; P84022; TR-FRET Smad3/Dy647-FoxH1 peptide binding, europium anti-His; inhibition, % at 25 µM; actives 0.29% (n = 88,000); AID 630;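 active = compounds that reduce the energy-transfer binding signal between the protein and its labelled peptide by more than half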;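 also: 0% = Smad3 plus labelled peptide maximal FRET and 100% = peptide-only background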
Target sequence (P84022 whole entry, looked up): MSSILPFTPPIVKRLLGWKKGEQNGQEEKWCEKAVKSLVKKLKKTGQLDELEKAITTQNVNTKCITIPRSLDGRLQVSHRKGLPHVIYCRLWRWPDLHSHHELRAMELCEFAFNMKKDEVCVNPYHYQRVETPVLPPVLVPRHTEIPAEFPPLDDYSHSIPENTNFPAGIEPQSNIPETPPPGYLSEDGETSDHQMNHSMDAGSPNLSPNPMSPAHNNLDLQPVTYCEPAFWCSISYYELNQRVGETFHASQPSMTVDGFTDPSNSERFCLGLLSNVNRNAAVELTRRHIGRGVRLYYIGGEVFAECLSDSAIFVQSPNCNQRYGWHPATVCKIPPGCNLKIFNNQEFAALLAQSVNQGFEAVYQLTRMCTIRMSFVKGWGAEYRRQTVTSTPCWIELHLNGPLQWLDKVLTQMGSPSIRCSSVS
VCAM1 TNFa inh: reduces TNF alpha induced VCAM1 expression in HUVEC | actives 0.48% (n = 95,000) | HUVEC TNFa-induced VCAM-1 immunofluorescence, high-content imaging | inhibition, % at 2 µM;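 active = inhibition above the batch mean plus 3 SD, with images confirmed as a hit by eye, cut at about 37% in these data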;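 also: 0% = TNF-stimulated DMSO wells and 100% = unstimulated control wells; not every result past the cut was called active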
The depositor's hits bear a star; / = no result given; [ ] = another dose, or the depositor's remark. Not all compounds are listed, so the mix of outcomes need not match the whole.

SMILES	F-actin modifier	sEH inh	HUVEC tox IL1B	Candida biofilm	HUVEC tox TNFa	ERb coact inh	sEH activator	Smad3 inh	VCAM1 TNFa inh
O=C(COc1ccc(Cl)cc1Cl)NNC(=S)Nc1ccc(F)cc1	13.3	27.5	/	/	-6.3	/	-27.6	/	-3.1
O=C(c1cc2nc(-c3ccco3)cc(C(F)(F)F)n2n1)N1CCN(Cc2ccccc2)CC1	1.5	-5.4	-66.0	4.4	-22.6	5.2	7.4	9.8	-6.4
COc1ccc(Nc2nc(-c3sc(NC(C)=O)nc3C)cs2)cc1	-29.1	8.1	-1.5	6.4	/	44.0[fluorescence artefact?]	-5.5	6.2	28.5
O=C(CSc1ncccn1)N1CCN(Cc2ccccc2)CC1	9.3	-8.1	-1.0	5.9	-17.1	-7.3	8.3	-2.2	-8.4
O=C(NC1CCCCCC1)c1cccc(N2CCCC2=O)c1	-2.9	64.3	-1.7	/	16.4	/	-63.4	/	22.2
CCOc1ccc(-c2n[nH]c(C)c2Oc2ccccc2OC)c(O)c1	8.0	-4.9	7.1	7.7	-13.2	0.6	6.7	3.0	-10.2
C=CCn1c(C)cc(C(=O)CSc2ccc(NC(C)=O)cc2)c1C	/	4.3	11.5	3.2	/	-16.1	-5.8	-3.9	/
CCN1C2=NCCCN2c2ccccc21	17.1	-4.0	25.9	6.1	-14.6	6.9[fluorescence artefact?]	2.0	-0.9	9.1
S=C(Nc1ccccc1)Nc1nc2ccccc2n1CCOc1ccccc1	12.0	3.1	-39.7	/	-14.4	/	-3.0	/	-33.8
CC(C)Cn1c(-c2cccs2)nc2ccccc21	-8.5	-1.6	0.9	0.0	3.9	57.3*	0.3	6.5	-2.8
C=CCN1C(=O)C(O)(CC(=O)c2ccc(-n3cccc3)cc2)c2ccccc21 (stereo unspecified)	16.8	3.9	6.1	1.4	-20.2	-21.7	-1.5	9.1	23.3
Cc1ccc(S(=O)(=O)NCCC(=O)Nc2nnc(C3CC3)s2)cc1C	-1.8	0.1	-17.4	3.5	-20.7	3.2[fluorescence artefact?]	0.3	10.9	-0.7
CC1=C(C(=O)Nc2ccccc2)C(c2ccc(C)o2)n2c(s/c(=C/c3ccccc3)c2=O)=N1 (stereo unspecified)	13.7	10.3	15.3	3.5	-28.0	-15.3	-12.4	-0.6	-0.8
Fc1ccc(C2C3=C(Nc4ncnn42)c2ccccc2OC3c2ccncc2)cc1 (stereo unspecified)	4.1	5.5	-31.4	3.8	-14.4	-3.4	-7.2	4.1	3.4
Cc1ccc2cc(CCNC(=O)c3ccco3)c(=O)[nH]c2c1	-26.3	-10.3	4.5	3.9	2.2	-7.5	13.9	-3.2	21.1
CC(C)(C)NC(=O)c1ccc(Sc2ccccc2)c([N+](=O)[O-])c1	-0.1	-3.0	-12.6	/	-3.6	/	4.9	/	-7.7
COc1ccc(CC(=O)N2CC(C)CC(C)C2)cc1 (stereo unspecified)	-0.6	-9.4	1.1	10.1	-28.2	-9.6	5.6	18.1	5.3
O=C(NCCO)C1(c2ccc(Cl)cc2)CCCC1	3.1	-6.7	9.1	/	-6.5	/	9.6	/	12.3
Cc1onc(-c2ccccc2)c1C(=O)Nc1cccc(OC(C)C)c1	-0.9	-8.8	9.8	/	-10.8	/	6.5	/	3.8
CCN1c2ccccc2NC2C1C(C(C)=O)C(=O)N2c1ccc(Cl)cc1 (stereo unspecified)	15.4	-4.0	-11.5	0.8	-51.0	-5.0	5.7	16.7	-12.9
Cc1ccc(Nc2nc(N)nc(CSc3nc4ccccc4s3)n2)cc1	-9.9	12.9	-16.3	/	-1.8	/	-11.1	/	1.0
CCOC(=O)c1c(-c2cccs2)csc1NC(=O)C(C)(C)C	-5.9	0.9	2.5	5.7	-8.9	-12.6	-1.4	-9.4	-26.0
COC(=O)c1ccccc1NC(=O)c1cnc2sccn2c1=O	13.2	-9.1	4.9	8.0	12.0	13.4	6.9	1.6	18.1
Cc1c(Br)c([N+](=O)[O-])nn1CC(=O)NCc1cccs1	7.9	1.1	4.5	/	15.7	/	1.2	/	-4.9
Cc1cc(C)c(C#N)c(N2CCSCC2)n1	-1.1	8.0	-8.4	7.5	/	-3.4[fluorescence artefact?]	-6.8	7.1	/
CCOc1ccccc1C(=O)NC1CC2CCCC(C1)N2Cc1nnnn1Cc1ccco1 (stereo unspecified)	23.2	-7.0	16.8	6.6	-28.4	-4.9	7.8	-3.8	4.6
Cc1cc(S(=O)(=O)Nc2ccc3ccccc3c2)c(C)s1	/	-8.1	11.6	4.3	-15.1	3.8[fluorescence artefact?]	7.6	11.1	3.4
O=C(Cn1nc(-c2ccc(N3CCOCC3)c([N+](=O)[O-])c2)c2ccccc2c1=O)N1CCCCC1	22.3	-10.4	4.6	2.7	-11.0	1.2[fluorescence artefact?]	12.6	10.5	-28.6
CCC(C)(C(=O)NC1CCCC1)N(Cc1cccs1)C(C)=O (stereo unspecified)	17.3	-18.7	-68.4	11.3	-37.6	8.6	16.4	2.2	-24.3
CN(C)C(=O)Cn1c(SCC(=O)NCc2ccc3c(c2)OCO3)nc2ccccc21	-0.2	2.4	3.7	8.1	-15.2	12.7	0.5	-16.5	-7.7
S=C(Nc1ccccc1)N1CCN(C2CCCCC2)CC1	18.7	3.3	-38.3	/	-26.4	/	-3.2	/	9.4
COC(=O)C1=CN(C(C)C)C=C(C(=O)OC)C1c1cc(Br)c(OC)c(OC)c1	15.4	-9.7	/	2.9	-8.5	-5.0	11.1	-1.0	12.8
CC1Cc2ccccc2N1C(=O)CCn1c(=O)oc2ccccc21 (stereo unspecified)	4.5	/	0.0	8.8	-14.9	-3.3	/	5.1	11.4
COc1cc(/C=C2\C(=O)ON=C2c2ccccc2)cc(OC)c1OC	-3.4	6.3	-25.8	/	-28.4	/	-8.1	/	-5.9
Cc1cc(C)cc(NS(=O)(=O)c2ccc(NC(=S)NC(=O)c3ccc(Br)o3)cc2)c1	-6.9	-5.8	3.6	/	-20.4	/	8.3	/	8.8
CCc1nn(-c2cc(Oc3ccccc3)nc(-c3ccccc3)n2)c(N)c1C#N	-3.9	-3.2	17.1	/	-23.0	/	6.3	/	-10.5
CC(=O)N1CCc2cc(S(=O)(=O)Nc3ccccc3N3CCN(C)CC3)ccc21	-2.6	7.8	3.7	6.4	-25.4	-6.9	-7.3	-7.1	17.8
CC1=C(C(=O)OC2CCCCC2)C(c2ccco2)n2ncnc2N1 (stereo unspecified)	-1.7	29.4	-7.0	4.4	-7.5	-1.1	-26.4	1.3	-8.6
CC(=O)N=c1sc2cc(C)ccc2n1C	/	-2.8	9.4	8.1	13.2	-4.9	3.3	2.2	-1.5
Cc1cc2cc3c(N)[nH]nc3nc2cc1C	-3.1	4.3	-24.1	/	-5.7	/	-5.4	/	1.5
O=C(NC1CCCCC1)NC1CC2CCC(C1)N2C(=O)NC1CCCCC1 (stereo unspecified)	1.4	70.9	-41.6	6.3	-1.0	-4.7	-71.2	-16.5	24.8
CN1CCN(CCC(=O)Nc2ccccc2Cl)CC1	-20.0	1.1	-11.8	2.0	14.5	0.7	0.2	6.6	-8.3
N#Cc1nc(Cc2ccccc2)oc1NCc1cccnc1	-5.5	6.7	-13.5	/	-13.2	/	-8.2	/	2.0
CNC(=O)c1sccc1-n1cccc1	15.2	-15.2	/	7.1	-19.8	3.2[fluorescence artefact?]	15.3	8.5	-8.9
COc1ccc(NC(=O)CC(C)C)c([N+](=O)[O-])c1	24.6	2.6	-28.2	/	-34.2	/	-2.9	/	-5.1
COc1ccc(-c2nc(CSCC(=O)NC3CCCc4ccccc43)c(C)o2)cc1 (stereo unspecified)	-20.9	-0.1	-17.5	2.1	-0.5	-15.2	-0.1	-1.5	0.3
Oc1ccc2ccccc2c1C=Nc1cc(C(F)(F)F)ccc1N1CCCC1	29.8	-15.2	-29.0	/	-16.8	/	15.4	/	6.3
Cc1cccc(C2CC(c3ccc(Br)cc3)Nc3nc(N)nn32)c1 (stereo unspecified)	-2.6	7.7	-8.7	6.5	-20.7	-5.3	-10.0	4.4	-2.0
CCn1c(SCc2cccc(C(F)(F)F)c2)nnc1-c1ccco1	31.7	4.9	/	3.9	-24.7	-7.3	-3.4	2.1	13.9
COc1ccccc1NS(=O)(=O)c1cccs1	4.0	-7.4	8.1	-2.8	-1.3	-3.6[fluorescence artefact?]	7.5	7.3	3.4
O=C(CN1C(=O)C2C3C=CC(C3)C2C1=O)N1CC=C(c2ccccc2)CC1 (stereo unspecified)	-2.6	/	-16.4	4.1	43.1	-16.1	/	3.4	-15.2
c1ccc(-c2cn3nc4c(nc3n2)CCCC4)cc1	-2.8	-7.4	11.1	2.0	-15.2	-0.9	1.5	21.2	-2.3
Cc1ccc(-c2cc(-c3nnc(SCC(=O)NC(C)C(C)C)n3N)c3ccccc3n2)cc1 (stereo unspecified)	-19.8	/	6.3	-0.3	-17.8	0.0	/	-3.8	7.0
Cc1ccc(NC(=O)CCc2ccc(S(=O)(=O)NC3CCCCC3)cc2)cc1	11.1	16.4	-11.6	/	-5.3	/	-16.0	/	6.3
C/C(N)=C(\C#N)C(=O)NCCc1ccccn1	39.6	13.9	-9.9	4.6	-0.4	-8.3	-13.8	11.7	9.5
Cc1nn(-c2ccccc2)c2sc(C(=O)NNC(=O)COc3ccccc3)cc12	4.2	-1.3	-20.0	/	-8.9	/	4.2	/	16.8

Quoted from the results shown (9 entries):
SMILES	F-actin modifier	sEH inh	HUVEC tox IL1B	Candida biofilm	HUVEC tox TNFa	ERb coact inh	sEH activator	Smad3 inh	VCAM1 TNFa inh
Oc1ccc2ccccc2c1C=Nc1cc(C(F)(F)F)ccc1N1CCCC1	29.8	-15.2	-29.0	/	-16.8	/	15.4	/	6.3
Cc1cccc(C2CC(c3ccc(Br)cc3)Nc3nc(N)nn32)c1 (stereo unspecified)	-2.6	7.7	-8.7	6.5	-20.7	-5.3	-10.0	4.4	-2.0
CCn1c(SCc2cccc(C(F)(F)F)c2)nnc1-c1ccco1	31.7	4.9	/	3.9	-24.7	-7.3	-3.4	2.1	13.9
COc1ccccc1NS(=O)(=O)c1cccs1	4.0	-7.4	8.1	-2.8	-1.3	-3.6[fluorescence artefact?]	7.5	7.3	3.4
O=C(CN1C(=O)C2C3C=CC(C3)C2C1=O)N1CC=C(c2ccccc2)CC1 (stereo unspecified)	-2.6	/	-16.4	4.1	43.1	-16.1	/	3.4	-15.2
c1ccc(-c2cn3nc4c(nc3n2)CCCC4)cc1	-2.8	-7.4	11.1	2.0	-15.2	-0.9	1.5	21.2	-2.3
Cc1ccc(-c2cc(-c3nnc(SCC(=O)NC(C)C(C)C)n3N)c3ccccc3n2)cc1 (stereo unspecified)	-19.8	/	6.3	-0.3	-17.8	0.0	/	-3.8	7.0
Cc1ccc(NC(=O)CCc2ccc(S(=O)(=O)NC3CCCCC3)cc2)cc1	11.1	16.4	-11.6	/	-5.3	/	-16.0	/	6.3
C/C(N)=C(\C#N)C(=O)NCCc1ccccn1	39.6	13.9	-9.9	4.6	-0.4	-8.3	-13.8	11.7	9.5
